Screening results from PubChem BioAssay.
HepG2 tox: qHTS for Inhibitors of TGF-b: Cytotox Counterscreen | Potency, µM (titrated, usually from 46.1 µM), for the others: at the highest dose activity change, negative = cytotoxicity, usual class: cytotoxic | actives 0.76% (n = 410,000) | HepG2 CAGA-GFP viability, ATP luminescence, 18 h; also: potency is read from the fitted curve at half-maximal effect; some results filed as inactive show a strong effect at the top dose
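HepG2 CAGA-GFP cells (1000/well, DMEM with 1% FBS) received compound, then TGF-beta at 500 pg/mL final, and were incubated 18 hours at 37 degrees C. Viability was read by CellTiter-Glo luminescence. Media-only wells were set as complete cell-killing and DMSO as no toxicity.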
Nrf2 block: Nrf2 qHTS screen for inhibitors; Potency, µM (highest dose often 46 µM), for inactives: at the top dose activity change, negative = inhibition, actives largely listed as inhibitors; A549 ARE-Fluc reporter, luciferase luminescence, 18-24 h; AID 504444, 2011; actives 2.1% (n = 360,000); also: potency is read from the fitted curve at half-maximal effect; % is scaled to controls: 0 for no effect and ±100 for the full control effect; nearly all actives have a fitted effect of over 60% in size
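Cells were seeded and rested 2 h, then exposed to compounds for 18-24 h. CellTiter-Fluor was read first as a viability measure. BugLite was added 15 min before the final luminescent read of ARE-luciferase activity in A549 cells.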
Mm-Cpn inhibitor: Inhibitors of TCP-1 ring complex (TRiC) of Methanococcus maripaludis (MmCpn): qHTS; Chaperonin Mm-Cpn (Methanococcus maripaludis); AID 504842, 2011; actives 0.031% (n = 330,000); purified Mm-Cpn ATPase, ADP Transcreener TR-FRET; Potency, µM (top dose mostly 76.9 µM), for the others: at the top dose activity, negative = inhibition, most hits filed as inhibitors; also: potency is read from the fitted curve at half-maximal effect; % is scaled to controls: 0 for no effect and ±100 for the full control effect; nearly all actives have a fitted effect of over 80% in size
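Eu-cryptate anti-ADP/ADP-d2 competition gives a ratio inversely related to ADP. Enzyme at 25 nM was pre-exposed to compound for 10 min, then given 10 uM ATP for 30 min, 37°C throughout.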
Akt phos inh: HTS Assay for Inhibitors of Akt Phophorylation: Primary Screen. Neuro2A IGF-stimulated pAkt S473 HTRF, 20 min; stronger effect = lower value. activity change, % for hits at 50 µM. actives 0.32% (n = 360,000). AID 651550, 2012; in the data active = activity change below about -80%; inconclusive = mostly about -51% to -80%; also: % is scaled to controls: 0 for no effect and ±100 for the full control effect
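Neuro2A cells (4,500/well, DMEM with 0.5% FBS) were treated with compound at a single 50 µM final concentration, stimulated with 6 nM IGF for 20 min at 37 °C, and lysed. Phospho-Akt Ser473 was read by HTRF as 665/615 ratio ×10^4.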
TGFb SMAD3 inh: qHTS for Inhibitors of TGF-b | HepG2 CAGA-GFP TGF-b/SMAD3 reporter, GFP fluorescence, 18 h; TGF-beta stimulated, 500 pg/mL final | Potency, µM (series often up to 46.1 µM), for inactives: at the highest dose activity, negative = inhibition, most hits filed as inhibitors | actives 1.2% (n = 410,000) | AID 588855, 2011; also: potency is read from the fitted curve at half-maximal effect; % is scaled to controls: 0 for no effect and ±100 for the full control effect; nearly all actives have a fitted effect of over 65% in size
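Inhibition of TGF-beta-driven CAGA-GFP reporter expression in HEPG2 cells is measured by cellular GFP fluorescence after 18 h stimulation with 500 pg/mL recombinant TGF-beta in 1% FBS medium at 37 degrees C.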
CCT chaperon mod: High-Throughput Screening for Modulators of Cytosolic Chaperonin Activity; purified chaperonin ATPase assay, HTRF ADP detection, 30 min; activity change, % (test concentration not listed), hits read low; actives 0.3% (n = 360,000); AID 651819, 2012; in the data active = activity change below about -30%; also: % is scaled to controls: 0 for no effect and ±100 for the full control effect
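Nucleotide hydrolysis assay: TRiC at 20–40 nM final (set by batch activity) with 10 uM ATP, 30 min at 37 °C, in presence of 76 uM compound. Detection by competitive ADP HTRF, 30 min ambient.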
Nrf2 activator: qHTS of Nrf2 Activators | AREc32 ARE-luciferase reporter (MCF7-derived line), luminescence, 24 h | Potency, µM (series often up to 46.1 µM), for the others: top-dose activation, usual class: activators | actives 0.31% (n = 410,000) | AID 624171, 2012; also: potency is read from the fitted curve at half-maximal effect; % of control where 0% means no effect; nearly all actives have a fitted effect of over 65% in size
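Quantitative high-throughput format: AREc32 reporter cells, 1000 per well, received compound by pin transfer and were incubated 24 hr at 37 deg C, 5% CO2, before Steady-Glo luminescence detection.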
A549 tox: Nrf2 qHTS screen for inhibitors: counterscreen for cytotoxicity; A549 ARE-Fluc cells, CellTiter-Fluor viability, 18-24 h; Potency, µM (top dose mostly 46 µM), without a hit: at the highest dose activity change, negative = cytotoxicity, hits mostly inhibitors; actives 0.16% (n = 390,000); AID 504648, 2011; also: potency is read from the fitted curve at half-maximal effect; % is scaled to controls: 0 for no effect and ±100 for the full control effect
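Cytotoxicity counterscreen: CellTiter-Fluor fluorescence was measured in A549 ARE_Fluc cells after 18-24 h of compound exposure in a concentration series. The subsequent BugLite luminescent read reports ARE-luciferase activity.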
S2 tox: Viability Counterscreen for Primary qHTS for Inhibitors of ATXN expression. S2 cells (HEK-293 line with an ATXN2-luciferase reporter) viability, CellTiter-Fluor protease fluorescence, 24 h. actives 0.49% (n = 400,000). Potency, µM (doses to about 56.7 µM), hits mostly cytotoxic. AID 651635, 2014; also: potency is read from the fitted curve at half-maximal effect; nearly all actives have a fitted effect of over 40% in size
Active calls of the source: *; i = inactive; ? = inconclusive; . = no result given; [ ] = remark or other dose. Unless noted, calls follow the shape of the dose curve; as a rule, active = well fitted curve in the direction sought with a large enough effect; inconclusive = small, poorly fitted or top-dose-only effect, or another doubt; inactive = no such curve, though single readings can be large; an effect the other way counts as inactive or inconclusive.

The line under a structure holds: Nrf2 block	HepG2 tox	S2 tox	Akt phos inh	Nrf2 activator	CCT chaperon mod	A549 tox	Mm-Cpn inhibitor	TGFb SMAD3 inh
COc1cccc(C(=O)Nc2cccc(-c3ccc(N4CCOCC4)nn3)c2)c1OC
    4%	-18%	.	i	2.0%	0.7	2%	-7%	-2%
O=C(NCc1ccc2c(c1)OCO2)Oc1ccccc1
    -11%	-22%	i	i	-1.3%	1.1	20%	-1%	-4%
O=C(C1CCCN(S(=O)(=O)c2cccc3cccnc23)C1)N1CCN(c2ccccc2F)CC1 (stereo not drawn)
    -19%	-15%	?	i	-1.1%	-1.1	16%	1%	11%
Cn1c(=O)sc2cc(NS(=O)(=O)c3ccc(C(C)(C)C)cc3)ccc21
    .	2%	.	.	4.4%	.	2%	.	31%[activator]
O=C(Nc1ccc2c(c1)OCO2)C1CCCN1C(=O)Nc1ccccc1F (stereo not drawn)
    ?	3%	?	.	-0.7%	-2.6	-7%	-1%	-2%
CCCCN1C(=O)C(=O)N(CC(=O)c2ccc3c(c2)OCO3)C1=O
    -11%	1%	i	i	0.5%	-0.9	3%	3%	2%
Cc1cc(C)cc(NC(=O)Nc2cccc(S(N)(=O)=O)c2)c1
    2%	1%	i	i	3.4%	-1.3	-5%	1%	-6%
Cc1ccc(S(=O)(=O)N2CCN(C(=O)N(C)C)CC2)cc1
    9%	-23%	i	i	-0.3%	-0.2	8%	0%	-1%
Cc1ccc(-c2nnc(SCC(=O)NC3CCCC3)n2C)cc1
    -2%	3%	i	i	0.2%	-1.8	-2%	3%	-14%
CCC1CCC(N2CCN(c3ccc([N+](=O)[O-])cc3)CC2)CC1 (stereo not drawn)
    -10%	-10%	i	i	-0.7%[9.22 µM]	-0.8	-15%	3%	0%

Reprinted from the part before: 2 compounds, followed by the next part.
The line under a structure holds: Nrf2 block	HepG2 tox	S2 tox	Akt phos inh	Nrf2 activator	CCT chaperon mod	A549 tox	Mm-Cpn inhibitor	TGFb SMAD3 inh
Cc1ccc(-c2nnc(SCC(=O)NC3CCCC3)n2C)cc1
    -2%	3%	i	i	0.2%	-1.8	-2%	3%	-14%
CCC1CCC(N2CCN(c3ccc([N+](=O)[O-])cc3)CC2)CC1 (stereo not drawn)
    -10%	-10%	i	i	-0.7%[9.22 µM]	-0.8	-15%	3%	0%
CCNC(=O)C1(C)CCN1Cc1cc(-c2ccccc2)n(C)n1 (stereo not drawn)
    .	-8%	i	i	-0.2%[9.22 µM]	-1.9	.	.	9%
CN(C)CCCn1cnc2c(c1=N)C(c1ccccc1)c1ccc3ccccc3c1O2 (stereo not drawn)
    11%	-102%	?	i	-4.4%	-2.0	8%	0%	?
CCC(=O)Nc1nc2ccc(NC(=O)c3cc(OC)c(OC)c(OC)c3)cc2s1
    -12%	-19%	i	i	6.9%	-0.7	3%	?	37%[activator]
CCC(C)n1cnc2c(c1=O)c1nc3ccccc3nc1n2-c1ccc2c(c1)OCCO2 (stereo not drawn)
    .	5%	i	i	-0.5%	-0.2	-1%	1%	-8%
CC(OC(=O)Cn1c(C(F)(F)F)nc2ccccc21)C(N)=O (stereo not drawn)
    5%	-2%	i	i	0.4%	-1.4	6%	0%	10%
O=C(Nc1cccc2ccccc12)/C(Cl)=C/c1ccccc1
    .	-9%	?	i	10µM*	-1.2	-4%	0%	7%
O=C(Nc1ccc(Br)cc1)c1ccc(CSC2=NCCS2)cc1
    ?	-38%	i	i	-0.7%	1.2	?	-3%	-23%
CCCNC(=O)C1(C)CCCN(C(=O)Cc2ccc(OC)c(OC)c2)C1 (stereo not drawn)
    .	-13%	i	i	0.6%	0.0	.	.	?
N#CC1(Nc2cccc(Br)c2)C(=O)Nc2ccccc21 (stereo not drawn)
    -11%	0%	.	i	11%	-2.0	-6%	0%	?
COc1ccc(OCCSc2nnc3c(Cl)cc(Cl)cn23)cc1
    11%	4%	i	i	0.4%	-0.2	8%	-1%	-7%
O=C(CSc1nnc(CNC(=O)c2cccs2)o1)Nc1cccc(F)c1
    13%	-1%	?	i	0.4%	0.4	-6%	-9%	-4%
Cc1cc(Cl)cc2sc(NC(=O)c3ccco3)nc12
    ?	-7%	i	i	?	0.9	-11%	-9%	-11%
COc1ccccc1N1CCN(Cc2ccc(-c3ccccc3[N+](=O)[O-])o2)CC1
    23µM*	-23%	?	i	9.2%	-1.7	-1%	1%	-19%
COc1cc(N=c2oc3c(C)ncc(CO)c3cc2C(N)=O)cc(OC)c1OC
    10%	6%	i	i	7.7%	-1.2	-1%	-4%	21%
CC(=O)NCCc1ccc(C(=O)COC(=O)c2ccco2)cc1
    16%	18%	i	i	0.7%	0.6	5%	0%	2%
CCCCN(C1CCS(=O)(=O)C1)S(=O)(=O)c1ccc(OC)cc1 (stereo not drawn)
    -13%	18%	i	i	-0.8%	-2.3	-11%	3%	0%
O=C(CSc1ccc(Cl)cc1)N1CCC(c2nc3ccccc3s2)CC1
    .	-52%	i	i	0.6%	-4.5	-21%	1%	?
NC(=S)Cc1nc2n(n1)Cc1ccccc1-2
    -3%	-28%	i	i	0.0%	-2.4	5%	1%	11%
CCN1C(=O)/C(=C\C=C2/C=CC=CN2CC)SC1=S
    ?	-44%	.	i	0.2%	-1.2	15µM*	-8%	?
CCOC(=O)N1CCN(C(=O)c2ccc(S(=O)(=O)Nc3cccc(C(F)(F)F)c3)cc2)CC1
    18µM*	-4%	i	i	1.1%	2.2	-12%	1%	-29%
COc1ccc(S(=O)(=O)N(C)CC(=O)NC2CC2)cc1OC
    -4%	0%	i	i	-0.7%	-3.9	-2%	1%	2%
O=C(CN1C(=O)NC2(CCCC2)C1=O)OCc1c(F)cccc1Cl
    0%	1%	i	i	0.1%	-0.2	2%	-2%	27%
Cc1ccccc1-n1c(=O)c2ccccc2n(CC(=O)NCc2ccco2)c1=O
    2%	12%	?	i	0.2%	1.0	-8%	-8%	?
CCO[C@@H]1OC(C(=O)NC2CC2)=C[C@H](c2ccc(C(F)(F)F)cc2)[C@H]1CCCO
    -1%	-20%	i	i	1.5%	-0.1	-1%	.	-14%
O=C1N=C(N2CCCCC2)S/C1=C\c1ccncc1
    2%	-11%	i	i	4.9%	0.1	8%	2%	3%
CCOC(=O)c1cc2ccc(OC)c(OC)c2c(=O)s1
    9%	-2%	i	i	5.1%	-4.9	-6%	-4%	9%
COc1ccc(OC)c(NC(=O)CN(C)S(=O)(=O)c2ccc(C(=O)N3CCOCC3)s2)c1
    .	-11%	i	.	0.1%	.	-1%	.	?
COCCN1CCn2c(nc3cc(NS(C)(=O)=O)ccc32)C1
    5%	0%	i	i	-0.6%	-2.6	-8%	0%	5%
O=C(O)c1ccc2nc(-c3ccco3)c(-c3ccco3)nc2c1
    -9%	-2%	.	i	3.5%	-1.9	-11%	-15%	-6%
CSc1ccc(C(=O)C2CCCN(S(=O)(=O)c3c(C)noc3C)C2)cc1 (stereo not drawn)
    13µM*	-15%	i	i	0.5%	-1.7	0%	1%	-14%
N#CC(=Cc1ccnc2ccccc12)c1ccccc1
    .	-19%	i	i	9.7%	-0.1	.	.	2%
Cc1ccc(-n2c(SCC(=O)N3c4ccccc4Sc4ccccc43)nnc2-c2ccncc2)cc1
    4%	28%	i	i	-0.3%[9.22 µM]	0.5	-3%	0%	7%
Cc1ccn2c(Nc3c(C)cccc3C)c(-c3ccsc3)nc2c1
    ?	-40%	i	.	14%	.	-17%	.	?
O=C(COc1ccc(Cl)cc1)NCc1nnc(SCC(=O)c2ccccc2)o1
    -6%	-29%	?	i	-0.1%	-2.8	-3%	?	-1%
COC(=O)C1=C(C(=O)OC)[C@@H]2Nc3ccccc3[C@@]23C[C@@H](C(=O)OC)N(C(=O)c2ccco2)C3=N1
    15%	-27%	i	i	0.1%	-1.1	-2%	.	6%
CCCCN1CC(c2nc3ccccc3n2CCCCOc2cc(C)cc(C)c2)CC1=O (stereo not drawn)
    -10%	-106%	?	.	-2.1%	.	2%	.	?
O=C(COc1ccc(Cl)cc1Br)Nc1ccccc1N1CCCC1
    -17%	-44%	i	i	3.4%	0.6	6%	2%	-18%
O=C(CN1CCN(C(=O)CNC(=O)c2ccc(N3CCCC3=O)cc2)CC1)Nc1ccccc1Cl
    ?	-23%	i	i	1.1%	0.5	6%	-3%	-10%
Cc1cc(C)nc(SCc2ccc(C(=O)N/N=C/c3ccncc3)cc2)n1
    -22%	12%	i	i	-0.1%	-0.9	1%	1%	43%
COc1ccccc1C(=O)NCC(c1cccs1)N1CCc2ccccc21 (stereo not drawn)
    -19%	-4%	i	i	-0.4%	-6.6	-1%	-5%	-23%
c1ccc(CNCCCNCCCCNCCCNCc2ccccc2)cc1
    ?	7.9µM*	?	i	-3.6%	-3.0	-13%	.	?
COc1ccccc1Cc1c(C2CCCCC2)nc2ccc(Cl)cn12
    .	18µM*	?	i	-0.2%	-0.6	.	.	?
O=C(NC1CC(=O)N(c2ccc(F)cc2)C1)c1ccc(S(=O)(=O)N2CCCCC2)cc1 (stereo not drawn)
    .	-1%	.	.	-0.1%	.	-5%	.	-7%
O=C(Nc1ccon1)c1ccc(S(=O)(=O)N2CCOCC2)cc1
    1%	-20%	i	i	-0.9%	-0.1	3%	2%	-16%
Cc1ccc(C(=O)O)cc1NC(=O)C1CCN(S(=O)(=O)c2ccc3c(c2)OCCO3)CC1
    5%	17%	i	i	-0.8%	0.5	-1%	0%	-3%
